Htt clearance = compounds clearing mutant huntingtin protein | HeLa Exon1htt(103Q)mCFP, aggregate imaging; zero = plate's median compound well | inhibition, % at 1.5 µM | 47,000 tested, 0.42% active;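 active = inhibition of aggregate fluorescence above about 70%, also judged a hit by eye on the cell image, limit read from the data, passing the limit was not always enough; inconclusive = no rule stated for this call; inactive = not judged a hit on image review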;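 also: cells exposed to compound for three days before fixation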
Htt clearance grain fraction = also measured in Htt clearance; calls as there; fraction fluorescence in grains; measured here: aggregate grain fluorescence fraction; active compounds read low;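 scaled fraction of total cell fluorescence in grains with unit not stated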
The depositor's hits bear a star; ? = inconclusive; . = no result given.

canonical_smiles,Htt clearance grain fraction,Htt clearance
CCC(Sc1nc(=O)cc(N)n1-c1cccc(C)c1)C(=O)Nc1cc(C)on1 (stereo not given),11,38.1
CN1CCN(C(=O)N2CCNC2=O)CC1,36,-9.9
COc1ccc2c(c1)CCc1c(C(=O)Nc3ccn(Cc4ccc(C)cc4)n3)noc1-2,41.6,-2.6
c1ccc2[nH]c(-c3nc4ccccc4[nH]3)nc2c1,56.5,-53.9
COc1ccc2nc(C)cc(SCC(=O)NNC(=O)COc3ccccc3)c2c1,39.7,-5.5
CCCCN1C(=O)c2ccc(C(=O)NC3=NCCS3)cc2C1=O,12.3,32.4
Cc1ccc(C)c(N2CCN(S(=O)(=O)c3ccc4[nH]c(=O)c(=O)[nH]c4c3)CC2)c1,52.8,-53.2
Cc1cnn(-c2cc(N/N=C/c3ccccc3Cl)ncn2)c1,34.6,-12.6
COc1ccc(OCC(=O)Nc2ccc3c(c2)nc2n3CCSC2)cc1,26.7,18.4
Cc1cccc2cc(COC(=O)C(C)(C)C)c(=O)[nH]c12,9.27,52.6
O=C(Nc1ccon1)c1sc2ccccc2c1Cl,21.2,-7.6
CC(C)OC(=O)c1nnn(-c2nonc2N)c1CN1CCc2ccccc2C1,19.1,44.2
NC(=O)C1CCN(CCCNC2CC(=O)N(Cc3ccc(N4CCCC4=O)cc3)C2=O)CC1 (stereo not given),42.8,-32.8
CN1/C(=C/C(=O)C2CCC2)Sc2ccccc21,12.5,38.2
CC(=O)Cn1c(C(F)(F)F)nc2ccccc21,52.1,-32.3
COc1cc2cc(Br)cc(Br)c2nc1C,20.3,-0.9
O=C(CC1SC(=O)N(c2ccccc2)C1=O)Nc1ccccc1 (stereo not given),29,14.5
COc1cccc2cc(C(=O)N3CCN(c4ncccn4)CC3)c(=O)oc12,21.8,-15.9
COc1ccc(NC(=O)c2ccc(CN3CCN(c4ccccc4)CC3)cc2)cc1,15.2,26.5
COc1ccc(C(=O)n2nc(-c3ccc(Cl)cc3)nc2N)cc1OC,23.5,-16.5
COc1ccccc1NC(=O)CSc1ncn[nH]1,19.5,-12.4
Cc1ccc(S(=O)(=O)N2CCC[C@H]2C(=O)OC(C)C(=O)Nc2ncc(Cl)cc2Cl)cc1 (stereo not given in full),22.5,43.7
O=C(CSc1oc(-c2cccs2)nc1S(=O)(=O)c1ccccc1)NC1CCCCC1,14.6,9.0
O/N=C1\CC2(Cc3nonc31)OCCO2,31.5,7.8
Cc1cc2nc(C)n(CCCNC(=O)Nc3ccc(C#N)cc3)c2cc1C,20.7,-5.6
Cc1ccc([N+](=O)[O-])cc1NC(=S)NC(=O)C(C)(C)C,35.6,-6.5
CCOC(=O)N1CCC(NC(=O)C2CCN(S(=O)(=O)N3CCCC3)CC2)CC1,42.3,-14.7
COc1ccc(C(=O)N2CCN(C(C)=O)CC2)cc1S(=O)(=O)NCc1ccc(Cl)cc1,43.2,-20.4
Cn1c(SCc2cc(=O)[nH]c3ccccc23)nnc1-c1ccc(Br)cc1,20.7,11.3
Cc1noc(C)c1C(=O)NCc1cccs1,20.1,-8.3

A draw from above in order of heavy-atom count, low to high:
canonical_smiles,Htt clearance grain fraction,Htt clearance
O/N=C1\CC2(Cc3nonc31)OCCO2,31.5,7.8
c1ccc2[nH]c(-c3nc4ccccc4[nH]3)nc2c1,56.5,-53.9
COc1ccc(NC(=O)c2ccc(CN3CCN(c4ccccc4)CC3)cc2)cc1,15.2,26.5
COc1ccc2c(c1)CCc1c(C(=O)Nc3ccn(Cc4ccc(C)cc4)n3)noc1-2,41.6,-2.6

More entries follow.
canonical_smiles,Htt clearance grain fraction,Htt clearance
O=c1[nH]c(SCCOc2ccccc2)nc2ccccc12,16.4,10.6
Cn1c(=O)c2c(nc(CN3CCOCC3)n2Cc2ccccc2)n(C)c1=O,.,?
CCC(C)(C(=O)NC1CCCC1)N(C(=O)c1ccccn1)c1ccccc1 (stereo not given),46,-20.8
CS(=O)(=O)N1CCN(c2ccccc2NC(=O)c2cccs2)CC1,13.2,29.4
COc1ccc(-c2cc(N3CCCC3)n3ncnc3n2)cc1,19.1,6.9
COC(=O)c1cc(S(=O)(=O)N2CCOCC2)ccc1Sc1ccccc1N,35.3,-5.3
CC(C)(C)NC(=O)Cn1c(SCC(=O)NC2CCCCC2)nc2ccccc21,11.3,45.7
CCn1c(/C=N/c2nc3ccccc3n2C)nc2ccccc21,27.8,29.7
O=c1c2ccccc2c(-c2ccccc2)nn1-c1cc(Cl)ccc1[N+](=O)[O-],48.3,-44.4
CCN1CCN(C(=O)CCc2ccc(S(=O)(=O)NCCc3ccccc3)cc2)CC1,15.5,13.2
Cc1cccc(Nc2ccccc2C(=O)OCC(=O)NCc2ccco2)c1C,28.4,6.7
Cc1ccc(-c2ccc(CCC(=O)O)n2NC(=O)c2cccs2)cc1,22.3,-26.9
CCOC(=O)COc1ccc2nsnc2c1,35.7,9.0
COc1ccc(-c2c(C#N)c(N)nc3c2c(=O)n(C)c(=O)n3C)cc1Cl,26.9,-37.9
CC(C)(C)SCCNC(=O)COc1ccccc1,12.8,24.2
N#CCSc1nc2ccccc2c(=O)n1CCC(=O)NC1CCCCC1,31.6,15.6
Cc1nc(NCc2ccco2)nc2c1C(=O)CC(C)C2 (stereo not given),29.2,-47.0
COc1ccc2oc(C(=O)c3ccccc3)c(N)c2c1,47.1,-17.1
N#CC1=C(SCC(=O)Nc2cccc3cccnc23)NC(=O)C(C#N)C12CCCCC2 (stereo not given),29.9,-47.0
CCOc1ccc(C2CC(=O)NC3=C2C(=O)CCC3)cc1 (stereo not given),14.1,54.3
COc1ccc(-n2c(SCC(=O)Nc3nccs3)nc3sc4c(c3c2=O)CCN(C)C4)cc1,56.7,-28.9
O=C1CCCC2=C1C(c1ccco1)Nc1ccc3ccccc3c12 (stereo not given),23.9,34.8
O=c1[nH]c2cc3c(cc2cc1CN(CCc1ccccc1)Cc1nnnn1C1CCCC1)OCCO3,48.1,-11.3
CCc1c(O)nc(SCC(=O)Nc2ccccc2C)[nH]c1=O,6.57,63.2
O=C(CCCCCCN1C(=O)c2ccccc2C1=O)NC1CCCCC1,16.4,10.7
COc1ccc(C)cc1S(=O)(=O)N1CCC(C(=O)N2CCOCC2)CC1,18.1,14.3
N#Cc1cn(CC(=O)O)c2ccccc12,39.1,-27.1
COc1ccc(NC(=O)CCCCn2c(=O)[nH]c3ccccc3c2=O)cc1,43.2,-30.0
CCOC(=O)N1CCC(NC(=O)Cn2cc3c(n2)CCC(C)C3)CC1 (stereo not given),27.4,-48.5
O=C1NN=C(c2ccc(Cl)cc2)CC1c1cccc(Cl)c1 (stereo not given),30.1,5.0
COC(=O)c1ccccc1NC(=O)c1ccccc1SC,10,50.1
CC(C)CNS(=O)(=O)c1ccc(CCC(=O)N2CCN(Cc3ccccc3)CC2)cc1,42.5,-110.7
CN(C)C(=O)CSc1nnc(Cc2ccc([N+](=O)[O-])cc2)o1,20.3,34.0
COC(=O)c1sccc1NC(=O)c1ccoc1C,34.9,21.9
COCc1nn2c(N)c(C#N)cnc2c1-c1ccccc1,28.9,-49.4
Cc1ccc(C(=O)O)c(C(=O)Nc2nc(C)cs2)c1,32.5,15.3
COCc1cc(C)nc2sc(C(=O)OC(C)C)c(N)c12,18.4,10.6
Cc1ccc(C)n1-c1sccc1C(=O)O,23.5,0.4
CCOC(=O)N1CCC(Nc2c(N3CCN(c4cccc(C(F)(F)F)c4)CC3)c(=O)c2=O)CC1,33.6,2.3
COc1ccc(/C(O)=C2/C(=O)C(=O)N(CCN(C)C)C2c2ccc(OC)c(OC)c2)c(C)c1 (stereo not given),23.9,-25.1
COc1cc(OC)c(NC(=O)CCc2nc(-c3cccs3)no2)cc1Cl,21.4,8.4
O=C(O)CCc1ccc(-c2cccs2)n1NC(=O)c1ccccc1Br,17.1,7.5
CCN=C(Nc1cccc(F)c1)SC1CC(=O)N(c2ccc(OC)cc2)C1=O (stereo not given),24.1,29.4
CCC(CO)Nc1ncnc2c1cnn2-c1ccc(Cl)cc1 (stereo not given),24.3,46.1
CC(=O)c1c(N2CCCCC2)nc(=O)n(-c2ccccc2)c1C,48.4,-30.6
CC(C)(C)C(=O)Nc1ccccc1C(=O)Nc1cc(Cl)ccc1Cl,28.4,5.7
CCOc1ccccc1OCC(=O)Nc1nnc(COC)s1,39.4,10.7
CCOC(=O)CCCCC(=O)c1[nH]c(=O)[nH]c1CSc1nc(-c2ccccc2)c(C#N)c(=O)[nH]1,16.7,1.8
COc1ccc(NC(=O)C2CCC(C)(C(=O)O)C2(C)C)cc1 (stereo not given),24,-1.6
Cc1cccc(C(=O)Nc2ccccc2SCC2CSc3nc4ccccc4c(=O)n32)c1 (stereo not given),41.7,-8.4
COC(=O)C1=C(C)NC(=O)C1(Nc1nccs1)C(F)(F)F (stereo not given),25.7,-33.5
N#Cc1ccc(Sc2nc3ccccc3[nH]2)cc1C#N,14.2,55.2
CCOc1cccc(NC(=O)CC#N)c1,14.5,27.7
O=P(O)(O)c1ccccc1OCCCCCOc1ccccc1P(=O)(O)O,23.8,33.7
Brc1ccc(C2=Nn3c(nnc3-c3cccnc3)SC2)s1,31.1,-49.2
CC(=O)Nc1ccc(S(=O)(=O)N2CCN(CC(=O)NC3CCCC3)CC2)cc1,66.5,-51.3
CCOc1ccccc1OCCCOc1ccc([N+](=O)[O-])cc1Cl,20.3,5.0
O=C(Nc1ccc(Cl)cc1)Nc1ccc(N2CCOCC2)cc1,21.3,-7.3
O=C(NCc1ccc2c(c1)OCO2)c1ccc(CN2CCc3ccccc3C2)cc1,54.4,-44.3
O=C(Nc1ccc(N2CCOCC2)c(Cl)c1)c1cc2ccccc2o1,10.5,45.8

4 records picked at random from those above, as already listed:
canonical_smiles,Htt clearance grain fraction,Htt clearance
CC(C)OC(=O)c1nnn(-c2nonc2N)c1CN1CCc2ccccc2C1,19.1,44.2
COC(=O)C1=C(C)NC(=O)C1(Nc1nccs1)C(F)(F)F (stereo not given),25.7,-33.5
COc1ccc(/C(O)=C2/C(=O)C(=O)N(CCN(C)C)C2c2ccc(OC)c(OC)c2)c(C)c1 (stereo not given),23.9,-25.1
CCn1c(/C=N/c2nc3ccccc3n2C)nc2ccccc21,27.8,29.7

The list continues:
canonical_smiles,Htt clearance grain fraction,Htt clearance
CC1(c2ccccc2)NC(=O)N(CCN2C(=O)c3ccccc3C2=O)C1=O (stereo not given),25.3,-45.5
Cn1c(Cc2ccccc2)nnc1SCC(=O)Nc1ccccc1N1CCOCC1,22.1,-15.3
COC(=O)CSc1nc2c(c(-c3ccco3)c1C#N)CCCC2,31.9,4.7
C=CCn1c(SCC(=O)Nc2ccccc2C)nnc1-c1ccncc1,28.6,-38.4
COC(=O)Cc1[nH]nc2c1C1(CCSCC1)C(C#N)=C(N)O2,18.6,5.4
CC(=O)Nc1ccc(S(=O)(=O)N(C)CC(=O)NC2=NCCS2)cc1,20.9,44.2
COc1cc(OC)cc(-c2cc3nc(C)c(CCC(=O)O)c(C)n3n2)c1,63.3,-76.9
CCCCC(=O)Nc1ncc2c(n1)CC(C)(C)CC2=O,33.8,14.2
Cc1nnc(SCc2ccccc2C#N)n1-c1ccccc1,12.9,30.5
O=C(c1ccncc1)N1CCN(C(=O)c2ccncc2)CC1,15.5,12.9
Cc1nc2ccc(NC(=O)c3sccc3C)cc2s1,20.5,48.1
c1ccc(-c2nn3c(C4CCCCC4)nnc3s2)nc1,37.9,6.0
COC(=O)c1cc(Br)ccc1OC(=O)c1cccnc1,25.9,30.8
CCOC(=O)C1CCCN(Cc2c(Cl)cccc2Cl)C1 (stereo not given),58.5,-202.0
COc1ccc(CNc2ccc3c(c2)ncn3-c2ccccc2OC)cc1,37.1,4.0
CCC(CO)NC(=O)c1cccc(S(=O)(=O)N2c3ccccc3CC2C)c1 (stereo not given),26.7,6.6
Clc1ccccc1Cn1nnc2c(NCC3CC3)ncnc21,28.6,16.1
O=C(CN1C(=O)C2CC=CCC2C1=O)Nc1nc2ccccc2[nH]1 (stereo not given),30.4,-69.4
Clc1ccc(C2=Nn3c(nnc3-c3cccnc3)SC2)s1,40,7.5
COc1cc(C2N(c3cc(C)on3)C(=O)C3CCCN32)cc(OC)c1OC (stereo not given),18.8,49.3
Fc1ccccc1CCNc1nnnn1-c1ccccc1,25.2,33.6
COc1ccc2nc(/N=C\N(C)C)sc2c1,31.2,14.2
O=C(Oc1cccc(-n2cnnn2)c1)c1sc2ccccc2c1Cl,40.1,-9.0
CCNc1nc(NCC)n2c(SCc3ccc(F)cc3)nnc2n1,31.2,20.0
CN(C)S(=O)(=O)N1CCN(C(=O)c2ccccc2Cl)CC1,11.3,32.0
COc1ccc(-c2nn(-c3ccccc3)cc2C#N)cc1,17.5,-8.9
CCOC(=O)c1cc2ccccc2nc1C,30.4,20.0
Cc1ccc(S(=O)(=O)NCc2cccnc2)s1,35.7,15.1
Cc1cc(-n2nc(C)cc2C)n2ncc(-c3ccccc3)c2n1,32.7,4.0
O=C(Nc1ccc2c(c1)oc1ccccc12)c1ccncc1,20.7,-19.3
O=C1CC2(CCCCC2)Oc2ccc(O)cc21,33.1,5.5
CCOC(=O)COc1cc2c3c(c(=O)oc2cc1C)CCCC3,18.1,11.8
COc1ccc(S(=O)(=O)Cc2ccc(C(=O)NCCCN(C)c3ccccc3)o2)cc1,14.7,17.9
COc1ccc(S(=O)(=O)Nc2nnc(C)s2)cc1,31.9,7.2
O=C(Nc1ccc2c(c1)OCO2)N1CCN(c2ncc(C(F)(F)F)cc2Cl)CC1,23.8,-16.2

Screening data from PubChem.

An excerpt; count on the stated rates, not on these rows.
